Bioassay records from PubChem.
NR2E3 ag-1: agonists of human nuclear receptor NR2E3. Q9Y5X4. GST-NR2E3/biotin-RetCOR TR-FRET, 1536-well. inhibition of corepressor binding, % at 4.78 µM. 0.12% of 320,000 active. AID 2300;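 active = percent inhibition above the cutoff of mean plus 3 SD of all tested compounds, set per screening campaign, cut at about 20% in these data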;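 also: 0% = DMSO wells and 100% = biotin wells as full block of FRET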
Target sequence (Q9Y5X4 whole entry, looked up): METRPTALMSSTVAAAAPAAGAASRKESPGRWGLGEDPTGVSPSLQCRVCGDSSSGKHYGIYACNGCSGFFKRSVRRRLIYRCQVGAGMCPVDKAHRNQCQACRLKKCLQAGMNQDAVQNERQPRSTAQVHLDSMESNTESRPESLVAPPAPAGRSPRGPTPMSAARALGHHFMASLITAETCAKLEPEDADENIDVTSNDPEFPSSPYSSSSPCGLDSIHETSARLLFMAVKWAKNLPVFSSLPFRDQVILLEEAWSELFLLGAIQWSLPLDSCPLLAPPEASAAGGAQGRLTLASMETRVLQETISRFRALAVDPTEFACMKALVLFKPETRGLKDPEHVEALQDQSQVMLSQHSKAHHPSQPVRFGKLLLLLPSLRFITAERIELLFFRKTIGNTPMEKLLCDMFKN
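Material: NR2E3–RetCOR corepressor complex / Amount: 1.35 nM GST-NR2E3 / Medium: Tris pH 7.5 / Compound: single nominal compound dose of 4.8 µM / Incubation: 5 h at 4 °C / Technique: TR-FRET, Eu(K)-anti-GST donor, streptavidin-D2 acceptor, ex 340, em 617/671 nm / Read-out basis: percent loss of FRET ratio relative to control wells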
HIF-2a inh: inhibitors of HIF-2a | 786-0 RCC cells HIF-2a reporter, luciferase luminescence, overnight | inhibition, % at 18.8 µM | 0.72% of 360,000 active;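 active = inhibition of the luminescence signal of 40% or more relative to plate controls, in a single-dose primary screen at 18.75 µM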
Shn3 3UTR inh: reduces Shn3 3'UTR luciferase signal in osteoblasts | AID 588674 | 0.52% of 360,000 active | Clone20 osteoblast Shn3 3'UTR firefly luciferase, 24 h | inhibition, % at 12.5 µM;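 active = mean inhibition of at least 75% with every replicate also reaching 75%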;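 also: 0% = median of neutral control wells and 100% = pilot-screen positive control compound; some compounds past the cut are filed as inactive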
NR2E3 ag-2: activates human NR2E3 receptor; Q9Y5X4; CHO-S Gal4-NCOR/VP16-NR2E3 two-hybrid, luciferase; inhibition of corepressor binding, % at 3.98 µM; 0.35% of 360,000 active; AID 602229;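 active = inhibition above the mean of all tested compounds plus 3 SD, cut at about 70% in these data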;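 also: 0% = DMSO with NR2E3 transfected cells and 100% = cells lacking NR2E3 construct; higher means lower luciferase signal from less NR2E3 corepressor binding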
TWEAK-Fn14 inh: TWEAK-Fn14 signaling inhibition; TWEAK-stimulated Fn14 reporter cells, luciferase luminescence, 8 h; inhibition, % at 10 µM; 2% of 360,000 active; AID 1159606; in the data active = inhibition above about 50%
aDG glyco act: increases alpha dystroglycan glycosylation; 0.22% of 360,000 active; Pro5-aDG cells, alpha-DG glycosylation AlphaScreen (IIH6); 0% Pro5, 100% B10-LARGE cell signal; activation, % at 10 µM;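 active = activation of at least 8% versus controls, or a plate z-score of at least 8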;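 also: Pro5 are CHO cells carrying HIG-tagged alpha-DG that lacks glycosylation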
TRPM1 prom inh: inhibitors of MITF-driven TRPM1 promoter in melanoma cells; SK-MEL-5 TRPM1 promoter luciferase, 24 h; 0.83% of 330,000 active; inhibition, % at 12.5 µM; AID 488899;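 active = mean inhibition across replicates of 60% or more, whatever share of single replicates reaches that level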; also: values of inactives mirror those of a sister screen read the other way
hiPSC survival: hiPSC single-cell survival enhancement; ATPlite luminescence; 100% = ROCK inhibitor wells, 0% = DMSO; survival enhancement, % at 20 µM; 0.044% of 360,000 active; in the data active = survival enhancement above about 18%;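 also: cells exposed to compounds for 16 hours before the ATP read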
KKLEB tox: CF airway cell cytotoxicity counter-screen | KKLEB CF airway cells viability, ATPlite luminescence, overnight; stronger effect = lower value; cells stimulated with P. aeruginosa culture filtrate | activity change (cytotoxicity), % at 5 µM | AID 602141 | 0.36% of 360,000 active;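 active = corrected activity change at or below -50% at 5 µM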
CF NFkB inh: cystic fibrosis NF-kB activation inhibition; KKLEB NF-kB-GFP reporter, PAF-induced, GFP fluorescence overnight; inhibition, % at 5 µM; 0.86% of 360,000 active; AID 588850;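 active = at least 50% inhibition at 5 µM, scaled per plate between neutral and stimulator controls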;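 also: PAF is a Pseudomonas aeruginosa culture filtrate used as stimulus; plate controls were PAF-stimulated DMSO wells for no effect and unstimulated DMSO wells for full effect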
Peg3 prom inh: inhibitors of Peg3 promoter. HeLa PEG-Prom luciferase reporter, luminescence, overnight. inhibition, % at 20 µM. 1.7% of 360,000 active;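 active = inhibition of at least 50% at 20 µM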
* hit, by the source's call; / = no result given.

SMILES	NR2E3 ag-1	HIF-2a inh	Shn3 3UTR inh	NR2E3 ag-2	TWEAK-Fn14 inh	aDG glyco act	TRPM1 prom inh	hiPSC survival	KKLEB tox	CF NFkB inh	Peg3 prom inh
COc1ccc(CN2C(=O)C(CC(=O)NCC3CCCCC3)CC(C(=O)N3CCOCC3)=C2C)cc1 (stereo not drawn)	/	-2	-24	-13	6	0.3	/	-3.1	14	-8	3
Cc1cc(C)c(S(=O)(=O)c2cccc(C(F)(F)F)c2)c(=O)[nH]1	0	23	6	-3	2	0.0	-3	1.1	7	3	13
Cc1ccc(C(=O)N2CCCCC2)cc1NC1=C(Cl)C(=O)N(Cc2ccccc2)C1=O	3	23	28	10	37	2.3	37	-1.9	-7	11	43
O=Cc1cccc2ccc3cccc(C(=O)O)c3c12	-5	16	2	-3	-13	0.1	2	0.0	11	5	20
COc1ccc(-n2ncc3c2CC(C)(C)CC3NC(=O)CCn2cncn2)cc1 (stereo not drawn)	/	11	4	3	9	0.3	4	0.6	-11	0	14
O=C(NC1CCCC1)C(c1ccncc1)N(C(=O)Cc1cccs1)c1ccc(F)cc1 (stereo not drawn)	0	0	7	-14	-3	-0.1	-1	-0.7	-14	5	22
O=C(CP(=O)(O)CC(=O)c1ccccc1)c1ccccc1	-1	18	1	-49	-9	0.0	9	1.0	8	-13	9
COc1ccc(-n2c(N)cc(=O)nc2SCC(=O)NC2CCCCC2)cc1	/	-10	25	-16	-7	0.0	-12	-0.5	-17	-11	9
NC(=O)c1cccc(-c2ccnc3c2CC(C(=O)Nc2cccc(Oc4ccccc4)c2)O3)c1 (stereo not drawn)	/	-6	3	-34	33	0.4	/	-1.1	-25	1	22
CC1CCN(CCc2nc3cc(NC(=O)NC4CCCCC4)ccc3n2C)CC1	-3	-47	4	-5	-34	0.2	-17	2.5	8	8	-9
Cc1ccc(NC(=O)c2noc3c2CCCCC3)cc1	0	-151	-51	-119	51*	0.2	-32	-0.5	14	-3	-197
O=C(C#Cc1ccccc1)Nc1cccc(F)c1	3	-131	-106	-39	70*	-0.2	32	-0.7	-57*	58*	-31
O=C(NC1CCCCC1)C(c1ccncc1)N(C(=O)Cc1cccs1)c1ccccc1 (stereo not drawn)	2	11	2	-31	7	-0.4	-1	0.5	-7	-12	15
NNC(=O)c1ccc(-c2ccccc2F)cc1	3	15	-6	-27	5	0.0	8	0.9	2	-18	-11
O=C(OCC(=O)N1CCN(c2ccccc2)CC1)C1CCCN1S(=O)(=O)c1ccc(Cl)cc1 (stereo not drawn)	/	-3	-4	5	5	0.0	0	0.1	-5	6	-5
COc1ccc(OC(C)=O)c(C2c3cc(OC)c(OC)cc3CCN2C(C)=O)c1 (stereo not drawn)	1	7	-7	-24	-5	-0.2	6	0.8	5	-8	8
COc1ccccc1C(=O)N1CCC(N2CCN(c3ccccc3)CC2)CC1	-1	7	5	18	12	0.2	15	1.6	-1	-10	5
CC1(c2ccccc2Cl)NC(=O)N(CC(=O)NCCC2=CCCCC2)C1=O (stereo not drawn)	1	3	13	2	13	0.2	9	0.6	-3	10	1
COc1cccc(NS(=O)(=O)c2c(C)nc3sccn3c2=O)c1	2	12	-4	-16	0	-0.2	/	4.3	-2	4	2
COc1ccc(-n2c(C)c(C(C)=O)c3cc(OC(C)=O)ccc32)cc1	/	35	18	-43	84*	0.3	3	-0.7	-11	83*	16
O=C1NC(CCc2ccccc2)C(=O)N1CCOc1ccccc1 (stereo not drawn)	-3	11	-1	4	7	-0.1	12	-1.8	8	-3	7
O=C(N[C@@H](Cc1c[nH]c2ccccc12)C(=O)O)c1ccccc1Cl	0	12	6	5	-6	0.0	-1	0.0	-5	-4	-3
NC(=O)c1ccccc1NC(=O)/C=C/c1cccc(Cl)c1	-2	-275	-54	-80	-4	0.1	-54	-0.1	-6	-10	-222
CC(=NNc1nc2ccccc2s1)c1ncccn1	/	-172	83	-49	31	-0.6	35	3.8	-8	-26	-36
O=C1CSC(c2ccccc2)N1Nc1nc(N2CCOCC2)nc(N2CCOCC2)n1 (stereo not drawn)	1	18	11	4	-14	0.1	15	-0.6	8	-3	10
Cc1ccc(NC(=O)C2CCCN(c3ncccn3)C2)cc1F (stereo not drawn)	1	-258	-73	-73	-24	0.0	-132	1.8	0	5	-261
CCN(CC(=O)Nc1cccc(C(C)=O)c1)S(=O)(=O)c1ccc(OC)cc1	0	9	10	-9	-8	0.1	-2	-2.2	0	4	-7
CNc1ncnc2c1ncn2[C@H]1CN(Cc2cccc3ccccc23)C[C@@H](CO)O1	/	9	-8	-29	9	-0.2	/	-1.0	13	7	2
NC(=O)c1cccnc1	4	-3	-20	-4	0	-0.3	-5	-3.2	-7	37	-6
COCCCNC(=O)c1ccc([N+](=O)[O-])c(Cl)c1	-3	4	5	8	1	0.1	-5	-2.7	-1	0	7
COC(=O)c1cc(N=Cc2c(O)c3ccccc3oc2=O)cc(C(=O)OC)c1	-1	14	3	-27	32	0.3	18	-1.0	-10	11	14
Nn1c(SCC(=O)NCC2CCCO2)nnc1-c1ccco1 (stereo not drawn)	/	2	-10	-16	15	0.2	-6	0.9	8	-3	-16
CCOC(=O)[C@@H]1[C@H]2COc3cc(OC)ccc3[C@H]2N2C(=O)N(c3ccc(Cl)cc3)C(=O)[C@]12C	/	9	23	0	-26	0.0	-3	1.3	11	-18	-1
CCOc1ccc(C(C)=O)cc1CSc1nnnn1-c1ccc(O)cc1	1	3	5	15	-1	-0.3	12	-0.3	8	0	12
Cc1ccc(S(=O)(=O)NCC(=O)NCc2ccncc2)cc1	-2	1	-3	-5	-11	-0.1	-4	0.9	1	0	23
O=C(NCCN1CCCCC1)Nc1ccc(F)cc1	1	13	-1	4	-3	0.0	-5	1.0	-2	-2	6

Some of these compounds in order of formula weight, rising.
SMILES	NR2E3 ag-1	HIF-2a inh	Shn3 3UTR inh	NR2E3 ag-2	TWEAK-Fn14 inh	aDG glyco act	TRPM1 prom inh	hiPSC survival	KKLEB tox	CF NFkB inh	Peg3 prom inh
COc1ccccc1C(=O)N1CCC(N2CCN(c3ccccc3)CC2)CC1	-1	7	5	18	12	0.2	15	1.6	-1	-10	5
COC(=O)c1cc(N=Cc2c(O)c3ccccc3oc2=O)cc(C(=O)OC)c1	-1	14	3	-27	32	0.3	18	-1.0	-10	11	14
COc1ccc(-n2ncc3c2CC(C)(C)CC3NC(=O)CCn2cncn2)cc1 (stereo not drawn)	/	11	4	3	9	0.3	4	0.6	-11	0	14
CNc1ncnc2c1ncn2[C@H]1CN(Cc2cccc3ccccc23)C[C@@H](CO)O1	/	9	-8	-29	9	-0.2	/	-1.0	13	7	2
Cc1ccc(C(=O)N2CCCCC2)cc1NC1=C(Cl)C(=O)N(Cc2ccccc2)C1=O	3	23	28	10	37	2.3	37	-1.9	-7	11	43

Next records
SMILES	NR2E3 ag-1	HIF-2a inh	Shn3 3UTR inh	NR2E3 ag-2	TWEAK-Fn14 inh	aDG glyco act	TRPM1 prom inh	hiPSC survival	KKLEB tox	CF NFkB inh	Peg3 prom inh
CCOC(=O)C1CCN(Cc2cn(C)nc2-c2ccc(Oc3ccccc3)cc2)CC1	3	13	8	-1	5	0.4	-4	1.3	-4	1	3
CCOc1ccc(NC(=O)CN(C)C(=O)c2cccnc2Sc2ccccc2Cl)cc1OCC	-3	22	-8	-49	2	-0.1	0	0.5	-9	11	26
CN(C(=O)c1cccc(NC(=O)Cc2cccc(NC(=O)C3CCN(C(=O)C4CCCCC4)CC3)c2)c1)C1CCC1	/	10	-8	-11	-3	0.1	9	0.1	20	-25	-7
O=C(C1CCCN(S(=O)(=O)Cc2ccccc2)C1)N1CCc2ccccc21 (stereo not drawn)	1	21	5	-15	-8	0.3	-3	0.7	5	-3	31
CC(C)c1nnc(NC(=O)C2CCCN2C(=O)Nc2ccccc2)s1 (stereo not drawn)	-1	2	-1	0	-4	0.0	-9	-0.3	4	-4	10
O=C(CSc1nnc(-c2ccc(O)cc2)n1-c1ccccc1)CC(=O)Nc1ccccc1	1	-41	-1	-8	22	-0.3	-7	1.0	16	-28	-20
COc1ccccc1CNC(=O)CCCc1cn(C)c2ccccc12	/	6	8	-20	3	-0.2	1	0.1	-5	4	3
CCn1cnc2cc(NC(=O)c3ccco3)ccc21	0	-81	-89	-85	31	0.1	-27	-2.6	0	-2	-107
O=C(NCCCN1CCCC(O)C1)c1cc(COc2ccc(F)cc2F)on1 (stereo not drawn)	-2	-7	6	-25	-6	-0.1	-2	0.0	-4	-16	-7
COc1ccccc1NC(=O)c1ccccc1Nc1ccccc1	0	-21	5	6	-17	-0.2	-5	-0.5	6	-10	4
O=C(NNC(=O)c1ccc(-c2ccc([N+](=O)[O-])cc2)o1)c1ccncc1	5	-81	-18	-86	-39	0.2	-15	-1.6	23	-41	-40
Cn1c(=N)n(CC(=O)c2ccc(F)cc2)c2ccccc21	3	36	59	-146	-29	3.8*	36	-0.8	-17	2	-15
CCOC(=O)[C@H]1[C@H]2COc3ccc(Cl)cc3[C@H]2N2C(=O)CNC(=O)[C@@]12C	/	15	-23	-38	2	-0.2	12	0.2	0	13	6
CC12CC3CC(C)(C1)CC(C(=O)NC(=S)N1CCOCC1)(C3)C2	4	-7	1	9	-7	-0.1	4	6.8	-2	9	9
O=C(Nc1ccccc1C(=O)NCc1ccco1)Nc1cccc2ccccc12	0	54*	9	0	33	0.2	2	0.3	2	5	-2
c1ccc(-c2nnn(C34CC5CC(CC(C5)C3)C4)n2)cc1	3	-114	-12	-18	-20	-0.2	-35	-1.8	13	11	-114
Cc1cc2c(=O)n(CC(=O)NCC(=O)Nc3ccc(C(C)C)cc3)cnc2s1	4	11	0	-10	-31	-0.1	9	1.6	-1	-5	1
COc1ccc(NC(=O)CSc2nnc(-c3ccccn3)n2-c2ccccc2)cc1OC	-2	5	13	12	12	-0.1	9	-1.4	-3	8	8
COC(=O)C1C(=O)C(C(=O)/C=C/c2ccccc2)C(=O)CC1(C)C (stereo not drawn)	-2	13	7	16	45	0.0	4	0.2	8	7	-12
COc1cccc(CN(C)CC(=O)Nc2sc3c(c2C#N)CCC3)c1OC	2	-37	3	13	4	1.7	5	-1.8	12	-30	-20
O=C(c1c(F)cccc1F)N1CCCC(c2nc(-c3cccs3)no2)C1 (stereo not drawn)	3	-156	-42	-48	12	0.2	-47	0.6	6	-3	-190
Cc1ccc(NC2CCCN(C(=O)c3cccc4nccnc34)C2)cc1C (stereo not drawn)	1	5	3	-16	10	0.0	7	1.6	18	-53	-11
Nc1n[nH]c(-c2cccc([N+](=O)[O-])c2)n1	-3	25	6	-16	1	-0.1	6	2.6	-6	10	8
N#Cc1ccc(OCC(=O)N2CCN(c3ccc(C(F)(F)F)cn3)CC2)cc1	1	-23	25	1	-1	0.5	-14	3.1	4	-7	1
Nc1ccc(C(=O)OC2CCOC2=O)cc1[N+](=O)[O-] (stereo not drawn)	2	19	-12	28	-1	-0.2	-2	4.0	0	6	0
